# High-throughput results (PubChem)
# TNAP activators: stimulation of alkaline phosphatase TNAP activity – biochemical, luminescent, no phosphate acceptor, uHTS, primary screen (AID 1001); purified TNAP, luminescent activation assay, no phosphate acceptor; higher activation fold means a stronger effect; one-dose activation fold at 20 µM; EC50 in µM for titrated hits; 0.03% of 200,000 active; in the data active = activation fold from about 3, or a potency from the dose series; inactive = the rest, 99 in 100 with activation fold below about 1.6; note: many of its hits are not listed in these tables
# M17LAP inhibition: P. falciparum M17LAP inhibitors, primary screen, biochemical, fluorogenic H-Leu-NHMec substrate, 1536-well (AID 1619) | inhibition, % at 30 µM, or IC50 in µM where a hit was titrated | 0.38% of 220,000 active | recombinant M17LAP, H-Leu-NHMec fluorogenic kinetic assay; higher % means a stronger effect;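 active = compound inhibiting the enzyme by more than half at any dose during confirmatory dose-response retesting; inconclusive = strong single-dose inhibitors picked by rank but not retested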;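 note: plate controls were full reaction with DMSO carrier for no effect and no enzyme background for full effect; strong numbers were not always called active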
# ER stress rescue: rescue of cells from ER stress-induced death, primary screen, 384-well, CSM14.1, thapsigargin, ATP luminescence (AID 1222); CSM14.1 thapsigargin-induced death rescue, ATP luminescence; higher % means a stronger effect; one-dose cellular ATP content (survival), % at 20 µM; EC50 in µM for titrated hits; 190,000 tested, under 10 active;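 active = EC50 below 50 µM in the dose-response confirmation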;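 note: death triggered by thapsigargin at about 15 µM added after 2 h compound pretreatment; cell ATP read after overnight thapsigargin exposure of roughly 18 to 22 hours; normalized against plate controls of thapsigargin alone and 5% DMSO vehicle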
# M1AAP inhibition: P. falciparum M1AAP inhibitors, biochemical, fluorogenic H-Leu-NHMec substrate, 1536-well (AID 1445) | recombinant M1AAP, H-Leu-NHMec fluorogenic kinetic assay; higher % means a stronger effect | one-dose inhibition, % at 30 µM; IC50 in µM for titrated hits | 0.42% of 220,000 active;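 active = primary inhibition above the hit cutoff, then over 50% inhibition at one or more dose response concentrations, cut at about 23% in these data, passing the limit was not always enough; inconclusive = conflicting primary data, or primary hits not chosen for dose response; inactive = low primary inhibition, or under 50% at every dose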;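 note: plate controls were DMSO full reaction for no effect and no enzyme background for full effect; strong numbers were not always called active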
# LYP phosphatase: inhibitors of LYP phosphatase, biochemical, fluorescence intensity, uHTS (AID 1779). recombinant LYP phosphatase, fluorescence intensity; higher % means a stronger effect. one-dose inhibition, % at 11.5 µM; IC50 in µM for titrated hits. 0.054% of 290,000 active;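 note: plate controls were vehicle with enzyme for no effect and no enzyme for full effect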
# Myeloid diff MLP: myeloid differentiation induction; calls only at 10 µM; ER-HoxA9 myeloid progenitors, lysozyme-GFP differentiation, flow cytometry; 1% of 360,000 active;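 active = normalized GFP-positive differentiation at or above the plate's own cutoff, the solvent-only control mean plus 3 SD; inconclusive = no clear call, values can overlap the other calls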;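 note: cells exposed to compound for four days before flow analysis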
# PMI inhibition: MPI inhibition at elevated mannose 6-phosphate – biochemical, fluorescence intensity, high mannose 6-phosphate, primary screen (AID 1220) | recombinant PMI enzyme, coupled fluorescence intensity; higher % means a stronger effect | inhibition, % at 20 µM; hits with a dose series show IC50 in µM | 0.66% of 190,000 active
# PMI inhibitors: inhibitors of human PMI, primary screen, biochemical, fluorescence intensity, coupled assay (AID 1209); purified PMI enzyme, coupled fluorescence intensity; higher % means a stronger effect; inhibition, % at 20 µM, or IC50 in µM where a hit was titrated; 0.42% of 190,000 active;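 note: plate controls were DMSO vehicle for no effect and wells lacking substrate for full effect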
# XIAP displacement: XIAP antagonists, biochemical, IAP family, fluorescence polarization (AID 1018); XIAP BIR domain, fluorescence polarization peptide displacement; higher % means a stronger effect; one-dose displacement, % at 20 µM; IC50 in µM for titrated hits; 0.007% of 200,000 active; in the data active = displacement above about 50%; note: a part of the inactive calls stands beside numbers as strong as those of hits
# Myeloid diff MLP GFP+ MAC1+ %: second read-out of Myeloid diff MLP, no call of its own (marks repeat the call); GFP+ MAC1+ double positive, %; measured here: differentiation confirmed by MAC1 staining
# The depositor's hits bear a star; i = inactive; ? = inconclusive; / = no result given. Cut-off read from the data, not from the text of the source, unless noted: active = inhibition above about 50%; inactive = the rest.
SMILES,TNAP activators,M17LAP inhibition,ER stress rescue,M1AAP inhibition,LYP phosphatase,Myeloid diff MLP,Myeloid diff MLP GFP+ MAC1+ %,PMI inhibition,PMI inhibitors,XIAP displacement
O=C(COC(=O)C1CC1)Nc1ncc(C(F)(F)F)cc1Cl,1.1,17.0%,0.4%,5.1%,-0.2%,i,0.3,0.8%,-20.4%,-5.7%
O=C1c2oc3ccc(Cl)cc3c(=O)c2C(c2cccc(Br)c2)N1CCO (stereo not drawn),1.1,5.2%,1.2%,8.7%,-2.4%,i,0.5,-0.8%,-1.8%,-0.4%
COc1ccc(CCNC(=O)COc2ccccc2[N+](=O)[O-])cc1OC,/,0.8%,/,5.5%,-6.6%,i,1.8,/,/,/
CC1(C)C2CCC1(CS(=O)(=O)Nc1ccccc1)C(=O)C2 (stereo not drawn),1,13.2%,0.3%,0.7%,3.2%,i,0.8,6.4%,3.8%,-3.3%
COc1cccc(CNC(=O)C2CCN(S(=O)(=O)c3cccc4cccnc34)CC2)c1,1.1,-12.1%,2.8%,6.2%,-5.8%,i,3.4,8.7%,3.4%,1.2%
CC(C)n1nc(C(=O)OCC(=O)c2c[nH]c3ccccc23)c2ccccc2c1=O,1.1,-7.7%,0.2%,-2.2%,-1.6%,i,4.2,13.6%,16.7%,-9.3%
COc1ccc(C2/C(=C(\O)c3cc(C)ccc3C)C(=O)C(=O)N2CCN(C)C)cc1OC (stereo not drawn),1,-8.8%,-0.8%,-1.1%,4.3%,i,1.8,-59.6%,-18.0%,-4.4%
Cc1ccc(Nc2nnc(C3C(=O)N(C)C4(C)CC3c3cc(Br)ccc3O4)s2)cc1 (stereo not drawn),1,18.6%,-1.2%,-2.4%,-5.3%,i,0.5,17.3%,18.1%,-2.4%
CN(C)CCNC(=O)c1ccccc1-c1ccccc1,1.1,4.8%,1.0%,-8.0%,-4.1%,i,0.4,-1.7%,2.0%,-6.2%
O=C(COc1cccc2cccnc12)N/N=C/c1cccn1-c1ccc(F)cc1,/,-0.2%,/,1.6%,0.1%,i,0.6,/,/,/
CCOC(=O)C(=NC1CCS(=O)(=O)C1)NNc1ccc(Br)cc1 (stereo not drawn),1,28.6%,0.8%,8.7%,6.8%,i,0.2,-141.7%,-59.0%,-17.6%
CCCNC(=O)CN(Cc1ccccc1F)S(=O)(=O)c1ccc(C)cc1,1.1,6.7%,-0.6%,-3.8%,-5.2%,i,0.5,1.7%,3.9%,-0.1%

# Entries of single compounds, looked up by structure. Order of screens: TNAP activators, M17LAP inhibition, ER stress rescue, M1AAP inhibition, LYP phosphatase, Myeloid diff MLP, Myeloid diff MLP GFP+ MAC1+ %, PMI inhibition, PMI inhibitors, XIAP displacement
# CC1(C)C2CCC1(CS(=O)(=O)Nc1ccccc1)C(=O)C2 (stereo not drawn) is listed as 1, 13.2%, 0.3%, 0.7%, 3.2%, i, 0.8, 6.4%, 3.8%, -3.3%
# O=C(COC(=O)C1CC1)Nc1ncc(C(F)(F)F)cc1Cl is listed as 1.1, 17.0%, 0.4%, 5.1%, -0.2%, i, 0.3, 0.8%, -20.4%, -5.7%
# COc1cccc(CNC(=O)C2CCN(S(=O)(=O)c3cccc4cccnc34)CC2)c1 is listed as 1.1, -12.1%, 2.8%, 6.2%, -5.8%, i, 3.4, 8.7%, 3.4%, 1.2%

# Other structures follow.
SMILES,TNAP activators,M17LAP inhibition,ER stress rescue,M1AAP inhibition,LYP phosphatase,Myeloid diff MLP,Myeloid diff MLP GFP+ MAC1+ %,PMI inhibition,PMI inhibitors,XIAP displacement
S=c1[nH]nc(-c2cccs2)n1Cc1ccccc1,1,-31.9%,-0.9%,4.6%,-8.5%,i,0.5,1.7%,5.4%,-7.4%
CN1CCN(C(=O)NC2CCCN2S(=O)(=O)c2ccc(Cl)cc2)CC1 (stereo not drawn),1.2,7.1%,/,-1.5%,1.9%,i,1.8,5.6%,-0.4%,-2.8%
COC(=O)c1ccc(-c2nc(O)c(C)s2)cc1,1.4,26.6%,-0.6%,2.5%,-6.9%,i,0.1,2.3%,15.1%,-7.9%
COc1cc(/C=N/NC(=O)COc2ccccc2[N+](=O)[O-])ccc1OC(=O)c1ccco1,1.1,10.1%,-2.5%,2.7%,1.2%,i,0.7,5.4%,20.2%,-0.8%
Cc1ccc(-n2c(=O)[nH]cc(C(=O)Nc3ccc4c(c3)OCCO4)c2=O)cc1,0.9,2.9%,-0.1%,10.1%,3.4%,i,1.0,-6.1%,-9.2%,-4.2%
O=C(Nc1cccc(F)c1)c1cccnc1NCCc1ccccc1,1,-7.2%,-1.2%,6.8%,-2.4%,i,0.9,11.0%,19.8%,-1.9%
Cc1ccc(CNC(=O)c2ccc([N+](=O)[O-])o2)cc1,1.1,-0.2%,-1.8%,0.4%,-3.7%,i,0.7,0.7%,-5.8%,-3.7%
COC(=O)c1c(NC(NC(=O)c2ccccc2)(C(F)(F)F)C(F)(F)F)sc2c1CCN(C)C2,1.1,-2.7%,-2.5%,3.0%,-6.1%,i,0.8,2.3%,2.3%,-3.5%
OCC1(Cc2ccccc2)CCN(Cc2cc3ccccc3o2)CC1,1.1,-2.9%,-1.8%,-3.2%,-8.5%,i,0.3,14.7%,11.5%,-5.1%
Cc1cccc(-n2c(C)cc(/C=N/NC(=O)c3ccc(CN4CCOCC4)cc3)c2C)c1,1,3.1%,1.8%,2.3%,6.1%,i,6.5,12.9%,13.7%,-9.0%
CN(c1ccc(C(=O)NCc2cccnc2)cc1)S(C)(=O)=O,1,5.3%,0.2%,-6.8%,-9.6%,i,0.6,-4.1%,-0.7%,-14.8%
Cc1ccc(S(=O)(=O)N2CCCCC2)cc1NC(=O)COC(=O)Cc1c(F)cccc1Cl,1.2,2.0%,-3.0%,9.3%,-3.6%,i,0.8,2.2%,9.2%,-13.4%
CCOC(=O)c1cn(C2CC2)c2c(F)c(F)c(F)cc2c1=O,1,-5.3%,-7.3%,13.8%,-4.6%,i,0.2,-12.4%,-16.1%,-3.3%
CCOC(=O)N1CCN(S(=O)(=O)c2ccc(C(=O)Nc3sc4c(c3C#N)CCC4)cc2)CC1,1,5.4%,3.9%,4.6%,7.0%,i,5.3,11.0%,6.5%,-0.6%
CCOC(=O)C1C(CC)NC(=S)NC1(C)O (stereo not drawn),0.9,19.1%,1.1%,3.2%,-9.3%,i,0.4,-12.4%,-1.8%,-5.9%
Cc1ccc(-c2ccc(/C=N\NC(=O)C3C(=O)NCC3c3ccccc3)o2)cc1Cl (stereo not drawn),0.8,-2.7%,-0.2%,10.3%,9.4%,i,1.8,-0.8%,3.8%,-4.9%
O=C(c1ccccc1Oc1ccccc1)N1CCN(c2ccc(F)cc2)CC1,1,3.5%,-0.4%,6.2%,-4.1%,i,1.1,0.3%,-3.5%,-5.0%
COc1ccc(-c2csc(N3CCC(C(N)=O)(N4CCCCC4)CC3)n2)cc1,1.1,3.6%,-3.0%,7.3%,-2.4%,i,6.3,3.6%,7.3%,-1.3%
CCOc1ccccc1C(=O)NCCCCCC(=O)O,1.1,3.2%,-2.1%,6.6%,-4.0%,i,0.8,1.8%,3.7%,-1.3%
Cc1sc(NC(=O)COc2ccccc2)c(C#N)c1-c1ccccc1,0.9,-1.3%,-1.5%,-4.1%,-4.5%,i,0.8,-6.5%,4.5%,-0.2%
Cc1cccc(N(C(=O)Nc2ccccc2)C2=NCC(C)S2)c1 (stereo not drawn),1.2,-3.5%,-0.7%,18.9%,-10.2%,i,3.1,0.3%,-5.8%,-3.6%
C=CCNc1nc(-c2cc3ccccc3o2)cs1,1,-5.6%,-4.6%,9.8%,-2.3%,i,0.4,-19.6%,-0.7%,-10.1%
CCOc1ccccc1Nc1nc(-c2sc(C)nc2C)cs1,1,/,4.6%,/,7.6%,i,0.3,11.5%,10.1%,-3.0%
CC(=O)c1c(C)[nH]c(C(=O)CSc2nc3ccccc3n2C)c1C,1,-2.2%,-2.0%,6.3%,10.2%,i,0.5,-0.2%,-2.1%,-4.2%
COc1ccc(-n2c(C)nc3c(cnn3-c3ccc(Cl)cc3)c2=O)cc1,1.1,5.8%,-0.7%,2.3%,5.9%,i,1.2,1.5%,2.6%,-2.7%
COc1cccc(CNC(=O)CN(C)S(=O)(=O)c2cccc3cccnc23)c1,/,1.7%,/,3.8%,-4.1%,i,1.0,/,/,/
COc1cc(C(C(=O)Nc2c(C)cccc2C)N(C)C(=O)c2ccc(-n3cnnn3)cc2)ccc1O (stereo not drawn),/,9.3%,/,4.5%,-7.0%,i,1.6,/,/,/
Cc1cc(NC(=O)CN2C(=O)NC(C)(c3ccccc3)C2=O)no1 (stereo not drawn),1,-7.5%,2.3%,-6.5%,-3.8%,i,6.0,-8.6%,-7.9%,-6.0%
CCN1CCN(S(=O)(=O)c2cc(OC)ccc2OC)CC1,1.1,-5.4%,/,4.6%,0.1%,i,0.8,11.3%,14.9%,-1.3%
CCc1ccccc1NC(=S)NC1CC2CCC(C1)N2Cc1ccc(F)cc1 (stereo not drawn),1.1,3.1%,-2.4%,12.3%,-5.4%,i,1.4,0.8%,6.4%,-6.8%
O=C(/C=C\c1cccs1)N1CCN(Cc2ccc3c(c2)OCO3)CC1,1.1,15.5%,-1.6%,?,-0.7%,i,0.4,8.2%,5.2%,-12.4%
COc1ccccc1C(=O)OCn1nnc2ccccc2c1=O,/,-0.4%,/,-0.5%,-5.9%,i,2.3,/,/,/
COc1ccccc1NC(=O)CCSc1nnc(-c2ccncc2)o1,1.1,2.1%,0.5%,-3.8%,-3.9%,i,0.4,-38.2%,-26.6%,-20.2%
CCC(CC)NC(=O)CO/N=C/c1ccc(Cl)cc1Cl,1,-2.5%,-1.8%,0.1%,-3.6%,/,/,8.4%,6.4%,-5.0%
CC1=CCC2(CO)COC(c3ccccc3O)C1C2 (stereo not drawn),1.1,6.3%,1.0%,10.2%,-4.3%,i,1.8,6.3%,0.9%,-9.1%
c1ccc(-c2ccc(C3=Nn4c(Cn5nnc6ccccc65)nnc4SC3)cc2)cc1,1.1,3.8%,2.5%,2.1%,12.9%,i,1.8,13.7%,50.3%*,1.3%
OCCCCCNc1ncnc2ccccc12,1,14.7%,-2.3%,4.2%,-4.2%,i,1.0,8.6%,8.6%,-3.4%
O=[N+]([O-])c1ccc(Oc2cccnc2)nc1,/,-1.8%,/,2.1%,-5.3%,i,0.4,/,/,/
CCOC(=O)CC(Nc1nc(N2CCOCC2)nc(N2CCOCC2)n1)c1ccccc1Cl (stereo not drawn),1,0.9%,5.9%,-1.7%,6.6%,i,0.5,0.7%,0.7%,-3.8%
COc1ccc(NC(=O)NS(=O)(=O)c2ccc(C)cc2)c(OC)c1,1.1,5.5%,0.5%,-0.3%,-1.8%,i,5.6,57.2%*,23.6%,-4.6%
CCN(CC)S(=O)(=O)c1ccc(Cl)c(NC(=O)c2cc(Cl)cc(Cl)c2)c1,1.1,1.2%,-1.1%,4.1%,1.9%,i,0.5,2.5%,11.8%,-13.2%
CN(C)c1nc(-c2ccccc2)cc(C(F)(F)F)c1C#N,1,-3.5%,-1.1%,4.6%,1.5%,i,0.9,-2.2%,-6.3%,26.5%

# Outcome played no part in choosing rows; about 2.7% have a hit in one of these screens.
